High-throughput results (PubChem)
VEEV TC-83 Vero: inhibitors of VEEV TC-83 cytopathic effect, confirmation, Vero cells (AID 588727); actives 0.13% (n = 350,000); inhibition, % at 20 µM; hits with a dose series show IC50 in µM; Vero cells, VEEV TC-83 cytopathic effect inhibition; higher % means a stronger effect; in the data active = a potency from the dose series; inconclusive = inhibition mostly from about 14% at the one dose, without a potency; inactive = the rest, 99 in 100 with inhibition below about 12%; note: strong numbers were not always called active
tuberculosis growth: growth inhibition of non-replicating M. tuberculosis (AID 488890). Mycobacterium tuberculosis non-replicating, growth inhibition; higher % means a stronger effect. inhibition, % at 25 µM; hits with a dose series show IC50 in µM. actives 0.39% (n = 320,000); in the data active = a potency from the dose series; inconclusive = inhibition mostly from about 82% at the one dose, without a potency; inactive = the rest, 99 in 100 with inhibition below about 76%;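 note: plate controls were DMSO cells for no effect and high antibiotic wells for full effect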
M. tuberculosis HTS: M. tuberculosis growth inhibition, HTS (AID 449762). inhibition, % at 25 µM, or IC50 in µM where a hit was titrated. M. tuberculosis H37Rv growth inhibition, 7H9 media; higher % means a stronger effect. actives 0.59% (n = 330,000); in the data active = a potency from the dose series; inconclusive = inhibition above about 70% without an active follow-up result;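 note: bacterial growth assessed after seven days of incubation; strong numbers were not always called active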
Salmonella PhoP GFP: Inhibition of PhoP regulon, Salmonella typhi GFP reporter cells, confirmation, 4 h (AID 1850). Salmonella Typhi PhoP-promoter GFP reporter, fluorescence, 4 h; higher % means a stronger effect. one-dose inhibition, % at 50 µM; IC50 in µM for titrated hits. actives 0.33% (n = 310,000); in the data active = a potency from the dose series; inconclusive = inhibition mostly from about 25% at the one dose, without a potency; inactive = the rest, 99 in 100 with inhibition below about 19%;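 note: 0% = induced wells with vehicle and 100% = uninduced wells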
influenza NS1A: H1N1 influenza NS1A inhibitors, functional cell based assay (AID 504329) | actives 0.3% (n = 340,000) | NS1A functional cell-based assay, percent inhibition; higher % means a stronger effect | one-dose inhibition, % at 12.5 µM; IC50 in µM for titrated hits; in the data active = a potency from the dose series; inconclusive = inhibition above about 27% without an active follow-up result; note: strong numbers were not always called active
VEEV TC-83 Vero 10K pilot screen: recorded beside VEEV TC-83 Vero, whose call it bears; inhibition, %; measured here: 10K pilot screen inhibition
Numbers without * were called inactive; i = inactive; ? = inconclusive; . = not tested or not shown. Rows are unselected; about 1.4% have a hit in one of these screens.

SMILES | VEEV TC-83 Vero | tuberculosis growth | M. tuberculosis HTS | Salmonella PhoP GFP | influenza NS1A | others
NC(=O)c1ccc(NC(=O)C2CCCC2)cc1 | 1.5% | -5% | 3% | -2% | -3%
CC(=O)N1CCc2cc(S(=O)(=O)NC(CC(C)C)C(=O)Nc3cc(C)ccn3)ccc21 (configuration not stated) | i | 10% | -7% | 0% | 5%
CCOc1ccccc1CN1CCC(Oc2ccc(C(=O)NCc3ccccn3)cc2)CC1 | 0.3% | . | . | . | -9%
O=C(c1cccc(N2CCNC2=O)c1)N1CCCC(Nc2cccc(F)c2)C1 (configuration not stated) | 0.7% | 13% | -7% | -9% | -8%
O=C1/C(=C/c2ccccc2Cl)SC(=S)N1CCC(=O)N1CCCCC1CCO (configuration not stated) | ? | 77% | 63% | -43% | 11%
CCn1c(SCC(=O)N/N=C/c2ccccc2OCC(=O)O)nnc1-c1ccc(OC)cc1 | 1.6% | 4% | 1% | 4% | 0%
O=S(=O)(Nc1ccc(-c2ccc(N3CCOCC3)nn2)cc1)c1ccc(Cl)c(Cl)c1 | 3.9% | 19% | 7% | -8% | -6%
COc1ccc(S(=O)(=O)NC2CCN(Cc3ccccc3)CC2)cc1NC(C)=O | i | 10% | 4% | . | -16%
COc1ccccc1N(CC(=O)Nc1cc(S(=O)(=O)N(C)C)ccc1C)S(=O)(=O)c1cccs1 | 6.1% | 31% | -5% | . | -15%
CCOC(=O)c1cc(NC(=O)c2cccnc2)ccc1N1CCOCC1 | 1.0% | -27% | -3% | 6% | 7%
Cc1cc([N+](=O)[O-])ccc1NC(=O)CN1CCN(Cc2ccccc2)CC1 | 1.1% | 42% | 0% | -2% | 1%
CCOc1ccc(NS(=O)(=O)c2ccc(C(=O)N3CCN(C(C)=O)CC3)cc2)cc1 | 1.1% | 7% | -8% | -5% | -4%
COC(=O)C(C)Sc1ncnc2c1c(-c1ccccc1)cn2-c1ccc(OC)cc1 (configuration not stated) | 4.1% | 71% | ? | -10% | 1%
Cc1ccc(C(=O)Cc2ccccc2)o1 | 0.4% | 20% | 1% | 6% | 5%
O=C1Nc2cc(Cl)c(Cl)cc2N(O)N1c1ccc(Cl)c(Cl)c1 | i | 33% | 11% | 21% | -2%
CC1(C)Cc2c(sc(NC(=O)c3ccc(S(=O)(=O)N4CCCC4)cc3)c2C#N)C(C)(C)N1 | 2.8% | -1% | -4% | -7% | -4%
Cc1ccc(NC(=S)NCCN(C2CCCCC2)C2CCCC2)cc1 | i | 16% | 7% | 16% | 0%
C=CCn1c(CCc2ccccc2)nnc1SCC(=O)OC | 0.2% | 39% | 0% | 8% | 2%
CCCCN(C)C(=O)C1CCN(C/C(C)=C/c2ccccc2)CC1 | i | 11% | -4% | -9% | 1%
Cc1c(Cl)c(C(=O)N2CCCC2)nn1C | 0.3% | -8% | 1% | -3% | -6%
COc1ccc(-n2c(C)cc(C(=O)C[N+]34CCN(CC3)CC4)c2C)cc1 | i | 4% | -14% | -11% | -1%
CCOc1ccccc1NC(=O)C1=C(C)NC(=S)NC1c1cccs1 (configuration not stated) | 2.1% | 27% | 3% | 1% | -1%
COc1cc(OC)cc(-c2oc3cccnc3c2C#CCCO)c1 | 11% | 22% | 4% | -24% | -1%
Cc1ccc(S(=O)(=O)N2CCOCC2)cc1NC(=O)COC(=O)c1ccc(Cl)s1 | 0.1% | 5% | -2% | . | -2%
CS(=O)c1ccccc1-c1nc(-c2ccc(Cl)cc2)no1 (configuration not stated) | 0.8% | 3% | 21% | 6% | 5% | VEEV TC-83 Vero 10K pilot screen=3.0
COc1ccc(C(C)=O)cc1CC(C(=O)c1ccc(Br)cc1)N(C)C (configuration not stated) | 3.0% | 30% | 1% | -2% | -4%
Cc1cc(NC(=O)CSc2nc3c(sc4ccccc43)c(=O)n2CCCN2CCOCC2)n[nH]1 | i | 5% | 2% | -15% | -4%
CC(=O)n1cc(-c2ccncc2)c2ccccc21 | 7.9% | . | 0% | -18% | -9%
COc1cccc(OCc2cc(C(=O)N3CCC(c4ccncc4)CC3)no2)c1 | i | 38% | 7% | 6% | 2%
CCC1C/C(=C\c2cc(OC)c(OC)cc2OC)C(=O)/C(=C/c2cc(OC)c(OC)cc2OC)C1 (configuration not stated) | ? | -1% | 4% | -4% | 26%

At a glance, some entries already given:
SMILES | VEEV TC-83 Vero | tuberculosis growth | M. tuberculosis HTS | Salmonella PhoP GFP | influenza NS1A | others
COc1ccc(S(=O)(=O)NC2CCN(Cc3ccccc3)CC2)cc1NC(C)=O | i | 10% | 4% | . | -16%
COc1ccccc1N(CC(=O)Nc1cc(S(=O)(=O)N(C)C)ccc1C)S(=O)(=O)c1cccs1 | 6.1% | 31% | -5% | . | -15%
CCOC(=O)c1cc(NC(=O)c2cccnc2)ccc1N1CCOCC1 | 1.0% | -27% | -3% | 6% | 7%
Cc1cc([N+](=O)[O-])ccc1NC(=O)CN1CCN(Cc2ccccc2)CC1 | 1.1% | 42% | 0% | -2% | 1%
CCOc1ccc(NS(=O)(=O)c2ccc(C(=O)N3CCN(C(C)=O)CC3)cc2)cc1 | 1.1% | 7% | -8% | -5% | -4%
COC(=O)C(C)Sc1ncnc2c1c(-c1ccccc1)cn2-c1ccc(OC)cc1 (configuration not stated) | 4.1% | 71% | ? | -10% | 1%
Cc1ccc(C(=O)Cc2ccccc2)o1 | 0.4% | 20% | 1% | 6% | 5%
O=C1Nc2cc(Cl)c(Cl)cc2N(O)N1c1ccc(Cl)c(Cl)c1 | i | 33% | 11% | 21% | -2%
CC1(C)Cc2c(sc(NC(=O)c3ccc(S(=O)(=O)N4CCCC4)cc3)c2C#N)C(C)(C)N1 | 2.8% | -1% | -4% | -7% | -4%
Cc1ccc(NC(=S)NCCN(C2CCCCC2)C2CCCC2)cc1 | i | 16% | 7% | 16% | 0%
C=CCn1c(CCc2ccccc2)nnc1SCC(=O)OC | 0.2% | 39% | 0% | 8% | 2%
CCCCN(C)C(=O)C1CCN(C/C(C)=C/c2ccccc2)CC1 | i | 11% | -4% | -9% | 1%
Cc1c(Cl)c(C(=O)N2CCCC2)nn1C | 0.3% | -8% | 1% | -3% | -6%
COc1ccc(-n2c(C)cc(C(=O)C[N+]34CCN(CC3)CC4)c2C)cc1 | i | 4% | -14% | -11% | -1%
CCOc1ccccc1NC(=O)C1=C(C)NC(=S)NC1c1cccs1 (configuration not stated) | 2.1% | 27% | 3% | 1% | -1%
COc1cc(OC)cc(-c2oc3cccnc3c2C#CCCO)c1 | 11% | 22% | 4% | -24% | -1%
Cc1ccc(S(=O)(=O)N2CCOCC2)cc1NC(=O)COC(=O)c1ccc(Cl)s1 | 0.1% | 5% | -2% | . | -2%
CS(=O)c1ccccc1-c1nc(-c2ccc(Cl)cc2)no1 (configuration not stated) | 0.8% | 3% | 21% | 6% | 5% | VEEV TC-83 Vero 10K pilot screen=3.0
COc1ccc(C(C)=O)cc1CC(C(=O)c1ccc(Br)cc1)N(C)C (configuration not stated) | 3.0% | 30% | 1% | -2% | -4%
Cc1cc(NC(=O)CSc2nc3c(sc4ccccc43)c(=O)n2CCCN2CCOCC2)n[nH]1 | i | 5% | 2% | -15% | -4%

Next records
SMILES | VEEV TC-83 Vero | tuberculosis growth | M. tuberculosis HTS | Salmonella PhoP GFP | influenza NS1A | others
COCCCN(C(=O)Cc1csc(-c2cccc(Cl)c2)n1)c1c(N)n(Cc2ccccc2)c(=O)[nH]c1=O | 7.5% | 17% | 16% | 6% | -3%
CC(=O)c1cnc(Nc2cccc(C)c2)s1 | 7.5% | 37% | 1% | -8% | 8%
CC(=O)c1ccc(OCCCC(=O)N(CCC2=CCCCC2)c2c(N)n(Cc3ccccc3)c(=O)[nH]c2=O)cc1 | 11% | 19% | 49% | 5% | -11%
COc1ccc(S(=O)(=O)n2cccc2)cc1 | 0.6% | -8% | -1% | -5% | .
Cc1cc(C(=O)COC(=O)COc2ccccc2C#N)c(C)n1CC1CCCO1 (configuration not stated) | i | 64% | 0% | . | -5%
COc1ccc(-c2cc(C(=O)N3CCCc4ccccc43)no2)cc1 | i | ? | ? | -6% | 4%
CCOc1cc(S(=O)(=O)NCc2ccncc2)c(C)cc1C | i | 16% | -1% | -8% | 4%
Cc1ccc(C(C)C)cc1OCC(=O)NCCCn1ccnc1 | 0.5% | 14% | 2% | . | 11%
COc1ccc(C(=O)N2CCc3ccccc32)cc1 | 2.7% | 7% | -1% | -9% | 4%
Cn1cccc1C(C(=O)NC1CCCCC1)N(C(=O)Cc1cccs1)C1CC1 (configuration not stated) | i | -17% | 3% | 0% | 6%
O=C(/C=C/c1ccco1)Nc1ccc(S(=O)(=O)N2CCOCC2)cc1 | 1.5% | -10% | 25% | 0% | 0%
Cc1cc(Br)ccc1NC(=O)CN1C(=S)NC(C)(C)CC1C (configuration not stated) | 0.1% | -1% | -1% | 5% | -8%
CC(Sc1ccc(S(=O)(=O)N2CCOCC2)cn1)c1ccccc1Cl (configuration not stated) | 53% | 17% | -8% | . | 11%
Cc1sc(NC(=O)c2ccco2)c(C(c2cccnc2)N2CCCC2)c1C (configuration not stated) | i | 38% | 5% | 3% | -4%
O=C(c1ccccc1F)N1CCN(S(=O)(=O)c2ccc(S(=O)(=O)N3CCCCCC3)cc2)CC1 | 0.4% | 3% | -1% | -5% | 3%
O=[N+]([O-])c1ccc(S(=O)(=O)NN=C2CCCCC2)cc1 | 5.0% | . | . | . | -2%
O=[N+]([O-])c1cccc(NNS(=O)(=O)c2ccccc2F)c1 | 3.4% | 43% | -1% | 6µM* | -7%
COc1cccc(NC(=O)Cn2c(=O)c3c(ncn3Cc3ccccc3)n(Cc3ccccc3)c2=O)c1 | 6.2% | 3% | 11% | 6% | 1%
COc1ccc(OC)c(Nc2nc(N)nc(-c3cc4ccccc4o3)n2)c1 | 0.5% | -3% | 7% | -5% | 8%
CCOC(=O)c1cc(C#N)c(N2CCCC2)nc1-c1ccccc1 | 4.3% | 45% | 18% | -7% | -26%
Cc1nn(CSc2c(F)c(F)c(F)c(F)c2F)c(C)c1[N+](=O)[O-] | i | 13% | 2% | . | 3%
CN(CC(=O)Nc1ccc(F)cc1)C(=O)COC(=O)CN1C(=O)NC2(CCCC2)C1=O | 2.7% | 8% | 0% | 4% | 2%
CCOCCOC(=O)C1=C(C)N(C)C(=O)NC1c1ccccc1Cl (configuration not stated) | 1.4% | 8% | -4% | -16% | -21%
CC1CCCC(N2C(=O)NC(NC(=O)c3ccco3)(C(F)(F)F)C2=O)C1C (configuration not stated) | 5.7% | 17% | -3% | -4% | 29%
CCCCOC(=S)NC(=O)c1sc2ccccc2c1Cl | 2.8% | ? | ? | 6% | 2%
Cc1cc(C)n2c(SCC(=O)Nc3c(C)n(C)n(-c4ccccc4)c3=O)nnc2n1 | 1.6% | -16% | -5% | -5% | -7%
CCOc1ncccc1C(=O)Nc1cccc(S(=O)(=O)N2CCOCC2)c1 | 7.7% | 0% | -1% | . | -5%
CCc1c(C)sc(NC(=O)c2cc(CC(C)C)on2)c1C#N | 2.5% | 46% | 4% | 6% | 1%
CCOc1ccccc1CSc1nc2ccccc2[nH]1 | 0.8% | 8% | 4% | -1% | -3%
Cc1ccc(S(=O)(=O)N(CC(=O)NCc2ccccn2)c2ccc(Cl)cc2)cc1 | 3.1% | 17% | -7% | -5% | -7%
Cc1cccnc1NC(=O)NC(=O)c1ccc(C(C)(C)C)s1 | 22µM* | 22% | ? | 6% | -1%
O=C(COC(=O)c1cc(-c2cccs2)nc2ccccc12)NCc1ccco1 | 7.2% | 0% | -4% | 2% | -21%
COCc1cc(=O)n2[nH]c(-c3ccco3)cc2n1 | 1.4% | -7% | -3% | 2% | 1%
CCCCOc1ccc(C(=O)N2CCCC2C(=O)O)cc1 (configuration not stated) | 0.1% | 16% | -6% | 0% | 22%
O=C(Nc1nccs1)c1cn(-c2ccccc2)nc1-c1ccncc1 | 11% | 12% | 6% | 6% | 10%
O=c1oc(-c2ccccc2)nc2c1cnn2-c1ccccc1 | 1.2% | ? | ? | 1% | -6%
O=C(c1cc2ccccc2o1)N1CCN=C1SCc1cccnc1 | 2.2% | 9% | -18% | -5% | 1%
Cc1[nH]c2ccc(C(=O)OC(C)C(=O)N(C)C3CCCCC3)cc2c1C (configuration not stated) | 8.7% | . | . | . | 6%
